# TDP2 inh – TDP2 (human) inhibition, absorbance primary screen; O95551; recombinant TDP2, T5PNP hydrolysis, p-nitrophenol absorbance 415 nm; hit rate 0.34% among 370,000; inhibition, % at 12.8 µM;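 active = inhibition above the mean of all tested compounds plus 3 SD, set per campaign, cut at about 25% in these data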;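 also: 0% = DMSO with enzyme and 100% = buffer with substrate but no TDP2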
#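 System – recombinant human TDP2 · Quantity – TDP2 enzyme at 120 nM final · Doses – single concentration, 12.8 µM nominal, with 1% DMSO · Incubation – 2 h at 37 °C · Measured by – epi absorbance of p-nitrophenol freed from T5PNP by hydrolysis · Read-out – % inhibition relative to enzyme-containing and enzyme-free wells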
# SIAE inh – blocks human sialic acid acetylesterase; Q9HAT2; SIAE FP-Rh probe binding, fluorescence polarization; inhibition, % at 9.66 µM; hit rate 0.69% among 370,000; AID 1053197;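 active = inhibition above a cutoff: mean of compounds within the control limits plus 3 SD of those, cut at about 17% in these data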;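 also: 0% = plate median of compound wells and 100% = probe without SIAE protein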
# TCR-CD3 inh – human TCR-CD3 binding inhibition; TAMRA-labeled TCR probe fluorescence, biochemical; inhibition, % at 9.4 µM; hit rate 0.37% among 360,000; AID 651800; in the data active = inhibition above about 19%;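 also: recombinant mutant TCR 2C K166C tagged with TAMRA read by polarization; 0% = receptor in buffer alone and 100% = receptor with positive control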
# rCAG RNA binder – r(CAG) repeat RNA binding; TO-PRO-1 dye displacement fluorescence; inhibition, % at 3 µM; hit rate 1.3% among 370,000; AID 651821;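 active = inhibition above the plate cutoff, the mean of all test compounds on that plate plus 3 SD, cut at about 35% in these data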;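 also: 0% = DMSO alone and 100% = 100 µM mitoxantrone as full dye displacement; higher means more dye released from RNA so lower well fluorescence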
# mABHD4 FP – inhibitors of mouse ABHD4 | Q8VD66 | purified mABHD4, FP-Rh probe fluorescence polarization | inhibition, % at 8.92 µM | hit rate 0.54% among 370,000 | AID 720543;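 active = inhibition exceeding the mean over every tested compound plus 3 SD, cut at about 30% in these data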;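 also: 0% = plate median of compound wells and 100% = S159A mutant with DMSO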
#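 Assay system: mouse ABHD4 enzyme, wild type / Also added: fluorescent activity-based probe FP-Rh / Doses: single nominal dose of 8.92 µM, 0.89% DMSO final / Timing: 45 min compound pre-incubation plus 60 min probe step, 25 °C / Signal: FP readout, ex 525 nm / em 598 nm / Control set: S159A mutant/DMSO as 100%, compound-well median as 0%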
# GC-B act – GC-B (human) receptor activation; HEK293-GC-B cells, CNP EC30, cGMP TR-FRET; 0% at EC30 CNP, 100% saturating CNP; activation, % at 10 µM; hit rate 0.11% among 370,000; AID 1920062;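 active = activation at 10 µM reaching about 35% in either raw or pattern-adjusted values, limit read from the data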
# LEDGF integ inh – blocks HIV-1 LEDGF/p75-dependent DNA integration | TR-FRET IN-LEDGF/p75 DNA integration, Eu/Cy5 | inhibition, % at 3.7 µM | hit rate 0.64% among 370,000 | AID 743269;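 active = inhibition above the screen-wide mean plus 3 SD, cut at about 13% in these data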;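 also: signal is the Cy5 over europium emission ratio at 671 and 618 nm; 0% = plate median of compound wells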
# PRMT1 FP inh – blocks human protein arginine methyltransferase 1; Q99873; inhibition, % at 2.79 µM; recombinant PRMT1, activity-based probe fluorescence polarization; hit rate 1.3% among 370,000;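 active = inhibition above about 21% made by adding two undisclosed values, limit read from the data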
# Target sequence (Q99873 whole entry, looked up): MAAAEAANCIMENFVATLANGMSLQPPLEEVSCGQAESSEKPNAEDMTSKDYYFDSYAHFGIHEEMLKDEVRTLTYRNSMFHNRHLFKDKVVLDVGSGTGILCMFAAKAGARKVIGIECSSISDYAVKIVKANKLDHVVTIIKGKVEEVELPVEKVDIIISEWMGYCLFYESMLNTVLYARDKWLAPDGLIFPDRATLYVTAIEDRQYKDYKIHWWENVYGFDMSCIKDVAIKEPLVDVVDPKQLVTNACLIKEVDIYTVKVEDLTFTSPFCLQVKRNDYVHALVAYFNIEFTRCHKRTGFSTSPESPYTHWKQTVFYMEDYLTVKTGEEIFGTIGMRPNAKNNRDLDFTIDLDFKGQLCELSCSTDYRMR
# MBD2 inh – inhibitors of human MBD2 binding to methylated oligonucleotide; Q9UBB5; TR-FRET; inhibition, % at 4.4 µM; hit rate 0.31% among 370,000; AID 686964; in the data active = inhibition above about 13%
# Target sequence (Q9UBB5 whole entry, looked up): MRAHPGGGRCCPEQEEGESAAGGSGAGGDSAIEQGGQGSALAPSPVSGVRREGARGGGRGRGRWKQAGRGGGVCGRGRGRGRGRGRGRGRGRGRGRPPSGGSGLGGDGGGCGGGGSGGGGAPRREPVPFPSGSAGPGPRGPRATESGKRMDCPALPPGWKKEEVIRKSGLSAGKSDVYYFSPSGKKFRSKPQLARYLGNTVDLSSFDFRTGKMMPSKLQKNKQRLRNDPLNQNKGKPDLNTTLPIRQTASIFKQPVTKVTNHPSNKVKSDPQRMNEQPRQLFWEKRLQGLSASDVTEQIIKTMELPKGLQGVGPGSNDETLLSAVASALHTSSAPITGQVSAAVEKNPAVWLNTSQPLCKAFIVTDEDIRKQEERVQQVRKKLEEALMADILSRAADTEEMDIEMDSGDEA
# HTRA1 inhibitor – HTRA1 (human) protease inhibition; recombinant HTRA1, FP-rhodamine activity-based probe, fluorescence polarization; hit rate 0.5% among 340,000; inhibition, % at 5.96 µM; Q92743; in the data active = inhibition above about 36%;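 also: 0% = enzyme with DMSO and 100% = wells lacking enzyme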
# * hit, by the source's call; x = no result given.
SMILES,TDP2 inh,SIAE inh,TCR-CD3 inh,rCAG RNA binder,mABHD4 FP,GC-B act,LEDGF integ inh,PRMT1 FP inh,MBD2 inh,HTRA1 inhibitor
Cc1ccccc1S(=O)(=O)Cc1ccc(C(=O)NCCCN(C)Cc2ccccc2)o1,-4,-1,6,-9,3,-1,-3,0,6,3
CN(CC(=O)NCCc1ccc(S(N)(=O)=O)cc1)CC(=O)Nc1ccccc1Cl,4,-1,-2,0,2,1,-1,1,-5,8
Nc1ccn([C@@H]2O[C@H](CNC(=O)[C@H]3CCC(=O)N3)[C@@H](O)[C@H]2O)c(=O)n1,-5,0,-2,2,1,0,0,-1,5,0
O=C(OCc1ccccc1F)c1cc([N+](=O)[O-])ccc1N1CCOCC1,-10,-1,-4,-1,-10,1,7,2,-8,-7
CC(=O)c1c(-c2ccc(C)cc2)nc2c3ccccc3ccn12,3,-7,1,1,-1,-11,-5,1,0,-28
CCCCCCN1C[C@@H](O)[C@H](n2cc(-c3ccc(F)cc3)nn2)C[C@@H]1c1ccccc1,6,0,1,3,-8,9,-3,4,-2,-18
Cc1cc(N2CCN(CC(C)(C)O)C[C@@H]2C)ccc1N1CCN(Cc2ccccc2)[C@H](C)C1,-1,2,10,2,9,8,5,0,-3,x
CN1CCC(N(C)C(=O)COc2ccc(S(=O)(=O)N3CCOCC3)cc2)CC1,4,0,-7,0,-1,1,-9,5,-1,4
COc1ccccc1CNC(=O)C[C@@H]1CC[C@H]2[C@@H](COC[C@H](O)CN2Cc2ccccc2)O1,11,4,-11,0,4,1,-2,3,3,x
O=C(CNC(=O)c1ccco1)NCC(c1ccco1)N1CCCCC1 (stereo not given),-5,6,4,3,2,5,-1,0,-5,0
COc1ccccc1NC(=O)c1ccc([N+](=O)[O-])cc1[N+](=O)[O-],-6,2,-2,1,4,-1,-5,6,2,7
C/C(CC(=O)Nc1ccccn1)=N\NC(=O)C(=O)Nc1cccc(C)c1,2,-1,5,1,5,2,-3,-3,-6,-2
CCNC(=S)N/N=C(\C)c1cccc([N+](=O)[O-])c1,12,5,5,-2,-3,2,-3,0,-3,18
CCOCc1cc(CN2CCCC(CNC(=O)c3ccco3)C2)ccc1OC (stereo not given),17,-7,3,0,0,-8,2,1,-3,-6
CC(C(=O)NC1C=CS(=O)(=O)C1)N1C(=O)/C(=C/c2cccc(Cl)c2)SC1=S (stereo not given),27*,6,7,9,-7,-10,1,9,2,-1
C[C@H]1CN([C@@H](C)CO)S(=O)(=O)c2ccc(Br)cc2O[C@@H]1CN(C)C(=O)Cc1cccnc1,3,-3,-4,0,8,2,-7,4,-4,4
N#Cc1c2ccc([N+](=O)[O-])cc2[n+]([O-])n1-c1ccccc1,-14,-4,4,-1,0,-3,5,-1,-2,5
O=C(/C=C/c1cccc(Cl)c1)NCCCN1CCOCC1,8,1,4,-4,6,-4,2,-2,-9,6
CCC(c1nnnn1C(C)(C)CC)N1CCN(c2ccccc2F)CC1 (stereo not given),-4,-1,0,-3,6,0,-5,2,1,3
N#Cc1c(-c2ccccc2)cc(-c2ccc3c(c2)OCO3)[nH]c1=O,-19,-5,-8,6,5,-2,1,-4,1,-6
COc1cccc(NC(=O)CN(C)CC(=O)Nc2cccc(C(F)(F)F)c2)c1,-1,-4,-4,-5,-6,-6,2,2,1,-17
COc1ccc(CNC(=O)CN(Cc2ccccc2)C(=O)CCC(=O)Nc2ccccn2)cc1,6,5,6,-3,-2,-4,3,-3,2,-5
CCN(CC)CCC(c1ccc(N(C)C)cc1)c1c(OC)cc(OC)c2c(-c3ccccc3)cc(=O)oc12 (stereo not given),3,-2,3,5,9,3,1,-4,-4,7
c1ccc2c(c1)Sc1cnccc1N2CC1CO1 (stereo not given),1,4,-7,10,2,2,-2,7,-1,12
CC1Cc2ccccc2N1S(=O)(=O)c1cccc(C(=O)NNC(=O)c2ccccc2F)c1 (stereo not given),6,-1,-5,13,-6,0,-9,3,6,-8
CCOC(=O)C1CCN(S(=O)(=O)c2ccc(OC)c(Cl)c2)CC1,0,6,11,-6,1,5,-4,-1,0,3
O=C(CC1CS(=O)(=O)CC1CC(=O)Nc1ccc2c(c1)OCCO2)Nc1ccc2c(c1)OCCO2 (stereo not given),0,3,0,10,8,6,1,2,1,4
CCOc1ccc(N=C(NC#N)SC)cc1,3,5,-2,-3,3,-3,-5,1,-1,0
CCC(C(=O)NC1CCCC1)N(C(=O)Cn1nnc(-c2ccc(C)o2)n1)c1cccc(O)c1 (stereo not given),0,2,9,7,3,-5,1,3,-3,-9
Cc1ccc(NC(=O)CSc2n[nH]c(-c3ccncc3)n2)cc1,-3,-2,1,5,-2,1,3,0,2,-1
O=[N+]([O-])c1ccc(N2CCCCC2)cc1N1CCOCC1,-8,4,7,-3,2,1,0,0,-14,6
Cc1ccccc1C(=O)N1CCC(C(=O)N2CCN(S(=O)(=O)c3ccccc3F)CC2)CC1,-11,-5,2,-5,1,4,3,-2,1,-2
CCNC(=S)NNC(=O)C1CCCCC1,6,-2,2,-1,1,x,3,-3,0,-2
Cn1c(N)c(C(=O)CSc2nc(N)cc(=O)[nH]2)c(=O)n(C)c1=O,9,-38,8,-1,-3,2,0,-4,1,3
CCCCn1c(N)c(N(Cc2ccccc2OC)C(=O)COc2ccccc2C#N)c(=O)[nH]c1=O,22,-13,0,2,2,0,-5,4,4,0
C/C(=N/NC(=O)c1ccc(Cn2cccn2)o1)c1cccc(NC(=O)c2ccncc2)c1,-8,-1,-1,2,-3,-4,2,-1,-4,6
O=C(Nc1nnc(C2COc3ccccc3O2)o1)c1ccc(F)cc1 (stereo not given),7,7,1,10,0,-2,1,-1,-2,1
COc1ccc(C#Cc2ccc(C3=CC(=O)CC(C)(C)C3=O)cc2)cc1,14,-2,-2,5,-2,-5,0,0,1,-10
COC(=O)C1=C(C)N(C)C(=NCc2ccc3c(c2)OCO3)NC1c1cccc(F)c1 (stereo not given),5,2,4,8,-3,-2,-2,-6,-2,x
C[C@H](CO)N1C[C@H](C)[C@@H](CN(C)C(=O)Nc2ccc3c(c2)OCO3)Oc2ccc(NC(=O)C3CCCCC3)cc2C1=O,-4,4,3,4,2,3,-1,2,-3,2
CCCCNC(=O)C[C@H]1C[C@@]2(C(=O)OC)C(=C[C@H](C(C)(C)C)O[C@@H]2C)N(CCc2ccc(OC)c(OC)c2)C1=O,-11,1,x,11,1,11,-1,1,4,x
COc1ccc(CN(C(=O)Cn2nnc(-c3ccc(C)o3)n2)C(C(=O)NCC2CCCO2)c2ccco2)cc1 (stereo not given),-4,-1,1,-5,4,2,2,-2,4,-3
Cc1noc(C)c1CSCC(=O)Nc1cc(C(F)(F)F)ccc1N1CCCCC1,-4,-2,0,-4,-12,0,-4,3,0,-32
O=S(=O)(c1cc(Cl)ccc1Cl)N1CC2CCCN2c2ccc(C(F)(F)F)cc21 (stereo not given),-1,-6,4,7,-1,1,-4,2,-2,-15
CC(=O)N/C(=C\c1ccccc1)C(=O)OCC(=O)Nc1cc(S(=O)(=O)N(C)C)ccc1C,2,-6,6,5,0,-2,1,1,-4,-2
C=CCc1ccc(OCCCCNC2CCCC2)c(OC)c1,15,4,7,1,10,-4,1,1,-5,7
CSc1ccc(Cl)c(C(=O)OCC(=O)N2CCN(c3ccccc3)CC2)c1,-6,10,9,-1,-2,-6,1,-3,0,-11
Cc1csc2c(N3CCN(C(=O)NC(C)(C)C)CC3)ncnc12,-3,-1,-4,-8,-4,-2,-1,1,4,7
Cc1c(CN2CCC(CO)(Cc3cccc(C(F)(F)F)c3)CC2)c2ccccc2n1C,-17,-2,6,2,6,-15,1,1,2,5
CN(C)C(CNC(=O)c1cccc(S(=O)(=O)N2CCN(c3ccccc3)CC2)c1)c1ccccc1 (stereo not given),-6,-2,5,2,-1,-1,1,-4,0,-5
CCc1ccc(OC(=O)c2cncc(Br)c2)cc1,5,9,-2,-6,1,1,4,-1,-2,6
COc1ccc(NC(=O)C2CC2)cc1S(=O)(=O)N1CCOCC1,-1,1,1,1,-5,-2,3,-5,-1,1
COC(=O)c1ccc(NC(=S)N2CCN(C(=O)c3ccco3)CC2)cc1,-2,8,1,2,-3,-2,4,11,-2,2
COc1ccc2c3c(cccc13)OCC2=O,4,8,1,4,23,0,4,16,0,0
COc1ccccc1CNC(=O)CN1C(=O)COc2ccc(S(=O)(=O)NC3CCCC3)cc21,-1,4,3,-1,5,-1,2,-3,-2,0
COc1ccc(CCN(C)C2CCCN(C(=O)CCC(F)(F)F)C2)cc1OC (stereo not given),-27,-5,-7,-4,-6,-6,0,-1,-8,0
CC(C)Cc1nnc(NS(C)(=O)=O)s1,10,-5,2,3,2,0,0,-1,3,-2
CCOC(=O)c1ccccc1NC(=O)[C@@H]1CCCN1C(=O)OC(C)(C)C,16,-4,3,-11,-1,-8,4,0,1,5
CCOc1ccc(NC(=S)N(C)C)cc1,-15,3,5,-4,0,3,1,-3,2,-2
COc1ccccc1N1CCN(C2CCCN(Cc3cc(F)cc(F)c3)C2)CC1 (stereo not given),-12,-4,-6,-9,2,-3,-4,-1,3,3
# (more compounds)
SMILES,TDP2 inh,SIAE inh,TCR-CD3 inh,rCAG RNA binder,mABHD4 FP,GC-B act,LEDGF integ inh,PRMT1 FP inh,MBD2 inh,HTRA1 inhibitor
Cc1ccc2c(c1)C1CN(C)CCC1N2C(=O)COc1ccc(N(C)C(=O)C(C)(C)C)cc1 (stereo not given),-11,-5,-13,-2,-8,1,5,6,8,-1
Cc1ccc(CCNC(=O)c2ccc(NC3=NC4CS(=O)(=O)CC4S3)cc2)cc1 (stereo not given),13,-1,-14,2,-3,-1,2,-1,1,6
CSc1ccccc1C(=O)Nc1ccc(C)cc1C,12,0,0,-1,-4,4,2,-3,2,-1
O=C(CNC(=O)c1ccccc1)OC(C(=O)Nc1cc([N+](=O)[O-])ccc1F)c1ccccc1 (stereo not given),5,-4,x,x,-6,0,-3,-6,0,x
CCc1ccc(CN2CCC(C(=O)Nc3ccc(-n4nc(C)cc4C)cc3)CC2)o1,-12,3,-1,-6,-4,-4,4,-3,2,5
O=C(COc1ccccc1)Nc1ccc(Cl)cn1,-6,-9,2,0,-18,-3,-4,6,6,-1
O=C(CCS(=O)(=O)c1ccccc1)NCc1ccccc1,-10,-3,5,0,2,0,-1,1,-2,0

# Filtered by structure: the entries above with a tert-butyl group
SMILES,TDP2 inh,SIAE inh,TCR-CD3 inh,rCAG RNA binder,mABHD4 FP,GC-B act,LEDGF integ inh,PRMT1 FP inh,MBD2 inh,HTRA1 inhibitor
CCCCNC(=O)C[C@H]1C[C@@]2(C(=O)OC)C(=C[C@H](C(C)(C)C)O[C@@H]2C)N(CCc2ccc(OC)c(OC)c2)C1=O,-11,1,x,11,1,11,-1,1,4,x
Cc1csc2c(N3CCN(C(=O)NC(C)(C)C)CC3)ncnc12,-3,-1,-4,-8,-4,-2,-1,1,4,7
CCOC(=O)c1ccccc1NC(=O)[C@@H]1CCCN1C(=O)OC(C)(C)C,16,-4,3,-11,-1,-8,4,0,1,5
Cc1ccc2c(c1)C1CN(C)CCC1N2C(=O)COc1ccc(N(C)C(=O)C(C)(C)C)cc1 (stereo not given),-11,-5,-13,-2,-8,1,5,6,8,-1

# Only part of the results is shown, so the mix of outcomes need not match the whole.
